Source: PubChem (National Center for Advancing Translational Sciences (NCATS))
12-LOX inh – Primary qHTS assay for inhibitors of human arachidonate 12S-lipoxygenase (ALOX12): Round 2; actives 1.1% (n = 580,000); Potency, µM (highest dose often 108 µM), for inactives: at the highest dose activity change, negative = inhibition, actives largely listed as inhibitors; purified 12hLO, xylenol orange hydroperoxide absorbance; active = well fitted inhibition curve with a large enough effect; inconclusive = small, poorly fitted or top-dose-only effect, or another doubt; inactive = no such curve, though single readings can be large or run the other way
Target sequence (P18054 whole entry, looked up): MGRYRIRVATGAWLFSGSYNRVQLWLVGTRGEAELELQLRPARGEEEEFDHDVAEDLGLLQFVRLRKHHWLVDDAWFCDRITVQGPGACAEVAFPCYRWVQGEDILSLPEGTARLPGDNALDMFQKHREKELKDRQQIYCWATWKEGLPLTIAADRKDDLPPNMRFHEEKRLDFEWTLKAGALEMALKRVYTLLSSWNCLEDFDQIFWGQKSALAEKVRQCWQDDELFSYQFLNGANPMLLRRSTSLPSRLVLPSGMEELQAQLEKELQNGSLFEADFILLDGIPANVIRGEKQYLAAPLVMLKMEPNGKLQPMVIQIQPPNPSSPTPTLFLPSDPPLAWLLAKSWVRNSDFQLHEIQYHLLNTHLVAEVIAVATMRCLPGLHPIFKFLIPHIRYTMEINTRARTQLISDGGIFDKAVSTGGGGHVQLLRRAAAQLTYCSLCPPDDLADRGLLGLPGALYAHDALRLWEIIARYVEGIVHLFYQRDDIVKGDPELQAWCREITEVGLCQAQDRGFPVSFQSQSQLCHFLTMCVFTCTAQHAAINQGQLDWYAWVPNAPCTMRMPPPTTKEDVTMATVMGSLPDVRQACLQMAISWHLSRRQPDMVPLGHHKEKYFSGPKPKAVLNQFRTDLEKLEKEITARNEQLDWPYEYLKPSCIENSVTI
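Hydroperoxide product was detected by ferrous iron/xylenol orange as the 573 to 405 nm absorbance ratio. Arachidonic acid at 40 uM (final) was turned over for 30 min at room temperature by 150 nM human 12hLO, pH 7.0 Hepes buffer, after 15 min compound preincubation.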
The depositor's hits bear a star; [ ] = another dose, or the depositor's remark. % is scaled to controls: 0 for no effect and ±100 for the full control effect; potency is read from the fitted curve at half-maximal effect.

Results for O=C(COc1ccc(Cl)cc1)NCCc1csc(-c2ccncc2)n1 ?
12-LOX inh: 10.2%

How did COc1ccc(Cn2c(=O)c3c(n4cnnc24)-c2ccccc2CC32CCCCC2)cc1 do in these assays?
12-LOX inh: 11.1%

How did COc1ccc(OC)c(CN(Cc2ccc(C#N)cc2)C2CC2)c1 do in these assays?
12-LOX inh: 9.4%

How did CCc1ccc2oc(=O)cc(-c3oc4ccccc4c3NC(=O)C3CC3)c2c1 do in these assays?
12-LOX inh: 7.94µM*

Results for NC(N)=NC(N)=Nc1cc(Cl)cc(Cl)c1 ?
12-LOX inh: -5.9%

Results for O=C(c1ccsc1)N1CCN(C(=O)c2nnn3c2COC(c2ccccc2)C3)CC1 (stereo not drawn) ?
12-LOX inh: 3.9%

How did CCCNC(=O)N1CCc2nc(N3CCN(C)CC3)sc2C1 do in these assays?
12-LOX inh: 36.7%

What do the screens show for `CN1CCN(C(=O)C2CCCN(S(=O)(=O)c3cn(C)cn3)CCC(=O)NCC2)CC1` (stereo not drawn)?
12-LOX inh: 47.8%

What do the screens show for `O=C(c1sc2ccccc2c1Cl)N1CCCCC1`?
12-LOX inh: 10.2%

How did CC(=O)C[C@](N)(c1ccccc1)C(F)(F)F do in these assays?
12-LOX inh: 9.8%

Results for COc1ccc(OC)c(-c2cc3ccc(O)cc3oc2=O)c1 ?
12-LOX inh: -5.0%

Results for O=S(=O)(c1cccs1)N1CCCCC1c1nc(CCOCC2CC2)no1 (stereo not drawn) ?
12-LOX inh: 7.9%

How did COc1ccccc1CC(=O)Nc1cccc(C(=O)NC(C)(C)C)c1 do in these assays?
12-LOX inh: -32.8%

Results for CNC(=O)c1ccc(CN(C)c2nc3ccccc3o2)cc1 ?
12-LOX inh: -6.0%

How did COc1ccc(NC(=O)CCc2c(C)c3ccc(C)cc3oc2=O)cc1O do in these assays?
12-LOX inh: -22.7%

What do the screens show for `Cc1cccc(C)c1OCC(=O)Nc1cccc2cccnc12`?
12-LOX inh: -12.5%

How did O=C1CCN(C(=O)[C@@H]2CCCN2C(=O)c2ccoc2)CCCCCCN1 do in these assays?
12-LOX inh: 8.9%

Results for CC(=O)NCCNc1ncncc1-c1ccc(N(C)C)cc1 ?
12-LOX inh: 44.7µM*

How did Cc1ccc(CCCC(=O)NCc2ccc(CN3CCCC3)cc2)cc1 do in these assays?
12-LOX inh: -23.1%

Results for O=C(O)CCCC(=O)N1Cc2ccccc2CC2(CCCN(CC3CCCCC3)C2)C1 (stereo not drawn) ?
12-LOX inh: 11.3%[6.33 µM]

What do the screens show for `Cc1ccc(S(=O)(=O)N2CC(CBr)=CCC2c2ccccc2)cc1` (stereo not drawn)?
12-LOX inh: inconclusive

Results for COc1ccc(-c2nc(CSCC(=O)N3CCN(Cc4ccc5c(c4)OCO5)CC3)c(C)o2)cc1 ?
12-LOX inh: -23.7%

What do the screens show for `COCc1nc(C2CCN(C(=O)c3ccncc3)C2)no1` (stereo not drawn)?
12-LOX inh: 64.5%[activator]

Results for Cc1cc(C)cc(NC(=S)NCCC(C)C)c1 ?
12-LOX inh: -64.2%

How did COC(=O)c1cccc(NC(=O)Cc2cc(C(C)=O)ccc2OC)c1 do in these assays?
12-LOX inh: inconclusive

How did O=C(O)C[C@@H]1CCN(C(=O)c2ccc(F)cc2)C[C@@H]1CCN1CCN(c2ccc(F)cc2)CC1 do in these assays?
12-LOX inh: 15.9%

How did COC[C@@H]1CN(S(=O)(=O)c2cccc(F)c2)C[C@H]1c1nc(C)no1 do in these assays?
12-LOX inh: 7.2%

Results for CC(=O)N1CCC(NCc2cccnc2Oc2ccccc2C)CC1 ?
12-LOX inh: 21.2%

What do the screens show for `COc1ccc(/C(=N\O)C(C)(C)O)cc1`?
12-LOX inh: inconclusive

What do the screens show for `O=C(NCCOc1ccccc1Cl)C1CCC(=O)N(C2CCCC2)C1` (stereo not drawn)?
12-LOX inh: 35.5%

What do the screens show for `CC(Cn1cccn1)C(=O)N1CCc2[nH]nc(-c3ccc(Cl)cc3)c2C1` (stereo not drawn)?
12-LOX inh: 56.9%[activator]

Results for c1ccc(CNc2ncnc3ccc(-c4ccoc4)cc23)cc1 ?
12-LOX inh: inconclusive

How did CC(C)CNC(=O)CN(c1ccc(Cl)c(C(F)(F)F)c1)S(C)(=O)=O do in these assays?
12-LOX inh: 7.5%

How did O=C(Nc1ccc(-c2nnc3n2CCCC3)cc1)c1nccc2ccccc12 do in these assays?
12-LOX inh: 18.1%

How did N#Cc1cc2c(nc1N1CCN(C(C(=O)O)c3c[nH]c4ccccc34)CC1)CCCC2 (stereo not drawn) do in these assays?
12-LOX inh: -1.6%

How did COCC1CCCN(c2nc(CN3CCN(C(=O)c4ccco4)CC3)nc3ccccc23)C1 (stereo not drawn) do in these assays?
12-LOX inh: inconclusive

What do the screens show for `CCc1ccc(C(=O)N2CCCC2)cc1`?
12-LOX inh: 1.4%

How did Cc1ccc(C(=O)COC(=O)C2CC(=O)N(NC(=O)c3ccc(Cl)cc3Cl)C2)cc1 (stereo not drawn) do in these assays?
12-LOX inh: -1.4%

How did Cc1ccccc1OCC(=O)Nc1ccc(O)c(-c2nc3ccccc3o2)c1 do in these assays?
12-LOX inh: 11.0%

Results for COc1ccccc1CN1C[C@@H](F)[C@@H](OCc2nc3ccccc3o2)C1 ?
12-LOX inh: 26.0%[176 µM]

How did COc1ccccc1-c1cnc2n[nH]c(-c3ccccc3)c2n1 do in these assays?
12-LOX inh: 19.8%[176 µM]

What do the screens show for `Cc1ccc(-n2cccc2CC(=O)N2CCOCC2)cc1`?
12-LOX inh: -1.2%

What do the screens show for `CN(CC(=O)N(C)C1CCCCCC1)c1ncnc2nc[nH]c12`?
12-LOX inh: 22.0%

Results for CN(CCn1cc(-c2nccn2C)nn1)S(C)(=O)=O ?
12-LOX inh: 13.8%

What do the screens show for `O=S(=O)(c1cccnc1)N1CCC(OC2CCN(Cc3cccnc3)CC2)CC1`?
12-LOX inh: 44.1%

How did Cc1nc2cc(NC(=O)COc3cccc(C)c3C)ccc2o1 do in these assays?
12-LOX inh: -20.0%

What do the screens show for `O=C(CC(c1ccccc1)c1ccc2c(c1)OCO2)N1CCCCCC1` (stereo not drawn)?
12-LOX inh: 18.3%

What do the screens show for `O=C(NC1CCCC1)C(Cl)c1ccccc1` (stereo not drawn)?
12-LOX inh: -28.5%

Results for C/C(=C\C(=O)NCc1ccccn1)CCc1ccccc1 ?
12-LOX inh: 27.3%

What do the screens show for `COc1cccc(OCc2nc3c(n2Cc2ccccc2)C(=O)N(CCOc2ccccc2)CCN3)c1`?
12-LOX inh: -2.4%

What do the screens show for `CC(=O)Nc1ccc(CN2CCC3(CC(c4cccc(C(F)(F)F)c4)=NO3)C2)cc1` (stereo not drawn)?
12-LOX inh: -0.6%[6.33 µM]

How did COc1ccc(N2CCN(C(=O)[C@H]3CCC[C@H]3NC(=O)c3cnc(C)cn3)CC2)cc1 do in these assays?
12-LOX inh: 5.5%

How did CC(Oc1cccc(Cl)c1)C(=O)OCc1nc(N)nc(Nc2ccccc2)n1 (stereo not drawn) do in these assays?
12-LOX inh: -13.8%

How did O=C1NCCCCCN(C(=O)NC2CCCCC2)[C@H]2CCCC[C@@H]12 do in these assays?
12-LOX inh: 59.1%[activator]

How did CCCN(CCC)C(=O)c1ccc(CN2C(=O)NC3(CCS(=O)(=O)CC3)C2=O)cc1 do in these assays?
12-LOX inh: 24.1%

How did Cc1cccc(CN2CCn3c(nnc3[C@@H]3C[C@@H](O)CN3Cc3cccnc3)C2)c1 do in these assays?
12-LOX inh: 8.6%

How did O=C1CC(c2noc(C3CCC3)n2)CN1C1CCCCC1 (stereo not drawn) do in these assays?
12-LOX inh: 62.6%[activator]

How did COc1ccc(-c2cn(C3CCN(C(=O)c4ccc(Cl)cc4)CC3)c(=O)[nH]2)cc1 do in these assays?
12-LOX inh: inconclusive

Results for COc1ccc(C(=O)O)cc1CN1CCCCC1 ?
12-LOX inh: 2.5%

What do the screens show for `C=CCNC(=O)c1cn2c(n1)CN([S+](C)(=O)[O-])CC2`?
12-LOX inh: 0.8%[12.5 µM]

2 compounds drawn at random from those above, as already listed:
What do the screens show for `Cc1ccc(-n2cccc2CC(=O)N2CCOCC2)cc1`?
12-LOX inh: -1.2%

Results for CN(CCn1cc(-c2nccn2C)nn1)S(C)(=O)=O ?
12-LOX inh: 13.8%

Going on with the list.
Results for Cc1ccc(C(=O)C(C)OC(=O)c2nn(C)c(=O)c3ccccc23)cc1C (stereo not drawn) ?
12-LOX inh: 3.1%

How did CN1CC(=O)N(C2CNC2)Cc2c(NCC3CC3)ncnc21 do in these assays?
12-LOX inh: inconclusive

Results for O=C(c1cnc2c(c1)N([S+](=O)([O-])c1cccnc1)CCC2)N1CCC(c2ccccc2)CC1 ?
12-LOX inh: 16.5%

How did CO[C@H]1COCCN(C(=O)c2cccc(F)c2)C1 do in these assays?
12-LOX inh: 54.3%[activator][176 µM]

Results for O=C(c1c(F)cccc1F)N(Cc1ccc2[nH]ccc2c1)C1CC1 ?
12-LOX inh: -16.6%

Results for CCOc1ccc(N(CC(=O)NCc2ccc(Cl)cc2Cl)S(C)(=O)=O)cc1 ?
12-LOX inh: 1.3%

How did O=C(NCc1ccccc1F)c1ccc2c(c1)CN(CC1=Cc3ccccc3OC1)CCO2 do in these assays?
12-LOX inh: -15.1%

What do the screens show for `NC(=O)Cn1ccc2cc(OCC3CCN(C(=O)CC4CC4)CC3)cnc21`?
12-LOX inh: 11.2%[176 µM]

How did Cc1ccc(NC(=O)CSc2ccc3ccccc3n2)cc1 do in these assays?
12-LOX inh: 0.1%

What do the screens show for `Cc1cccc(OCC2(CNS(=O)(=O)c3ccc(F)cc3)C[C@@H](O)[C@@H](O)C2)n1` (stereo partly drawn)?
12-LOX inh: inconclusive

Results for O=C(Cc1ccccc1)N1CCC(N2CC(OCC3CC3)C23CCOCC3)CC1 (stereo not drawn) ?
12-LOX inh: 10.1%

What do the screens show for `COC(=O)[C@]12C[C@H](CC(=O)N3CCC(c4ccccc4)CC3)C(=O)N(Cc3ccccc3)C1=C[C@H](C(C)C)O[C@@H]2C1CC1`?
12-LOX inh: -3.8%

What do the screens show for `COCCn1cnc2cccnc21`?
12-LOX inh: -1.4%[176 µM]

What do the screens show for `O=Cc1c(-c2cccc(Br)c2)[nH]c2ccccc12`?
12-LOX inh: -25.6%

Results for O=C(Cn1cc(/C=C2\NC(=O)N(Cc3ccc([N+](=O)[O-])cc3)C2=O)c2ccccc21)N1CCOCC1 ?
12-LOX inh: -31.0%

What do the screens show for `CCc1ccc2oc(=O)cc(CN3CCN(c4ccccc4)CC3)c2c1`?
12-LOX inh: inconclusive

Results for Cn1ccc2c(C(=O)N3CCCC(c4ccc(C(=O)O)cc4)C3)cccc21 (stereo not drawn) ?
12-LOX inh: 19.5%

Results for Cc1ccccc1C(=O)N1C[C@@H](COCC2CC2)[C@H](c2ccncc2)C1 ?
12-LOX inh: 2.0%

How did Cc1nc(C2CC2)ncc1C(=O)N1CCN(C)C2(CCNC(=O)CC2)C1 (stereo not drawn) do in these assays?
12-LOX inh: 31.4%[activator]

Results for CC(C)NC(=O)NC(C)C ?
12-LOX inh: 4.0%[176 µM]

Results for CCOc1ccc(CC(=O)N2CC(CO)C3(CCNCC3)C2)cc1OCC (stereo not drawn) ?
12-LOX inh: inconclusive

What do the screens show for `COc1cccc(C(=O)N2CCCn3ccnc3C2C(C)C)c1OC` (stereo not drawn)?
12-LOX inh: 40.0%[activator]

What do the screens show for `CCOCCCNC(=O)N1CCC(Oc2ncccc2C(=O)N(C)C)C1` (stereo not drawn)?
12-LOX inh: 38.8%[activator]

Results for CS(=O)(=O)CCNC(=O)C1CCCN(C2CCN(Cc3cccnc3)CC2)C1 (stereo not drawn) ?
12-LOX inh: 53.4%[activator]

Results for CCn1ccc(C(=O)N2CCC(CCOC)(NS(C)(=O)=O)CC2)n1 ?
12-LOX inh: 38.0%[activator]

How did CCNC(=O)Nc1ccc(OCC(=O)NC(C)c2ccc(OC)c(OC)c2)nc1 (stereo not drawn) do in these assays?
12-LOX inh: 0.3%

Results for C=C(C)CC(NC(C)=O)(C(=O)OCC)C(=O)OCC ?
12-LOX inh: -10.7%

What do the screens show for `CC(C)(C)C(=O)Cn1cnc(C#N)n1`?
12-LOX inh: 14.6%

What do the screens show for `CCOC(=O)c1nc2cc(C)c(C)cc2nc1NCc1ccco1`?
12-LOX inh: inconclusive

Grouped by structure, the compounds so far containing a Cl atom.
Results for O=C(COc1ccc(Cl)cc1)NCCc1csc(-c2ccncc2)n1 ?
12-LOX inh: 10.2%

Results for NC(N)=NC(N)=Nc1cc(Cl)cc(Cl)c1 ?
12-LOX inh: -5.9%

What do the screens show for `O=C(c1sc2ccccc2c1Cl)N1CCCCC1`?
12-LOX inh: 10.2%

What do the screens show for `O=C(NCCOc1ccccc1Cl)C1CCC(=O)N(C2CCCC2)C1` (stereo not drawn)?
12-LOX inh: 35.5%

What do the screens show for `CC(Cn1cccn1)C(=O)N1CCc2[nH]nc(-c3ccc(Cl)cc3)c2C1` (stereo not drawn)?
12-LOX inh: 56.9%[activator]

How did CC(C)CNC(=O)CN(c1ccc(Cl)c(C(F)(F)F)c1)S(C)(=O)=O do in these assays?
12-LOX inh: 7.5%

How did Cc1ccc(C(=O)COC(=O)C2CC(=O)N(NC(=O)c3ccc(Cl)cc3Cl)C2)cc1 (stereo not drawn) do in these assays?
12-LOX inh: -1.4%

What do the screens show for `O=C(NC1CCCC1)C(Cl)c1ccccc1` (stereo not drawn)?
12-LOX inh: -28.5%

How did CC(Oc1cccc(Cl)c1)C(=O)OCc1nc(N)nc(Nc2ccccc2)n1 (stereo not drawn) do in these assays?
12-LOX inh: -13.8%

How did COc1ccc(-c2cn(C3CCN(C(=O)c4ccc(Cl)cc4)CC3)c(=O)[nH]2)cc1 do in these assays?
12-LOX inh: inconclusive

Results for CCOc1ccc(N(CC(=O)NCc2ccc(Cl)cc2Cl)S(C)(=O)=O)cc1 ?
12-LOX inh: 1.3%

Some of the compounds tested; the hit share may differ from the screen's.
